High-throughput results as filed in PubChem.
AID inh: Primary qHTS assay for inhibitors of Activation Induced Cytidine Deaminase (AID): AID signal | AID deamination FRET fluorescence, UDG-coupled, 4 h | Single-stranded DNA cytosine deaminase (Homo sapiens), Q9GZX7 | AID 1347428, 2020 | Potency, µM (doses to about 115 µM), for the others: at the top dose activity change, negative = inhibition, usual class: inhibitors | hit rate 0.32% among 91,000; further: nearly all actives have a fitted effect of over 25% in size
Target sequence (Q9GZX7 whole entry, looked up): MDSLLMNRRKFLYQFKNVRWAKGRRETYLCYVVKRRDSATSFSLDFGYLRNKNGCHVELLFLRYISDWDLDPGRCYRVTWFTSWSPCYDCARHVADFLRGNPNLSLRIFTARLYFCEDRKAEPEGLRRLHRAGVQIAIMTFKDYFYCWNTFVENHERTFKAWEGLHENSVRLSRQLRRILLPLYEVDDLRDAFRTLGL
UDG counterscr: Primary qHTS assay for inhibitors of Activation Induced Cytidine Deaminase (AID): UDG Counterscreen signal. FRET deamination/UDG coupled assay, UDG read, 4 h. Potency, µM (doses to about 115 µM), for the others: at the top dose activity change, negative = inhibition, actives largely listed as inhibitors. hit rate 0.14% among 91,000. AID 1347430, 2020; further: nearly all actives have a fitted effect of over 65% in size
Active calls of the source: *; ? = inconclusive; [ ] = another dose, or the depositor's remark. The call rests on the fitted dose curve; in most records, active means well fitted curve in the direction sought with a large enough effect; inconclusive means small, poorly fitted or top-dose-only effect, or another doubt; inactive means no such curve, though single readings can be large; an effect the other way counts as inactive or inconclusive. On the % scale 0 is the no-effect control and ±100 the full control effect; potency means the concentration at half of the fitted maximal effect. The list is partial; rates above refer to the full screens.

1	CCC(CC)C(=O)NC1CC(=O)N(c2ccc3c(c2)OCCO3)C1 (configuration not stated)
2	COc1ccc(S(=O)(=O)c2cc3ccccc3oc2=O)cc1
3	CCc1ccc(C(=O)c2cn(CC(=O)Nc3ccc4c(c3)OCO4)c3ccc(Cl)cc3c2=O)cc1
4	O=C(Cc1c[nH]c2ccccc12)NCCOc1ccc(Cl)cc1
5	CC(C)OCCCNC(=O)c1cn(C)c2ccc(S(=O)(=O)N3CCCCCC3)cc2c1=O

compound no.,1,2,3,4,5
AID inh,-33%,-10%,-26%,-4%,23%[57.5 µM]
UDG counterscr,-18%,-6%,-4%,0%,7%[57.5 µM]

6	CCCCNC(=S)Nc1ccc(C)cc1
7	CC(C)(C)c1ccc(/C=C/C(=O)NCCC2=CCCCC2)cc1
8	CC1=C(C(=O)Nc2ccccc2C)C(c2ccco2)n2ncnc2N1 (configuration not stated)
9	Cc1cc(S(=O)(=O)N2CCN(C)CC2)c(C)cc1Cl
10	COc1ccc(C2=NC3(CCCCCC3)N(CC(=O)Nc3cccc(Cl)c3)C2=O)cc1

compound no.,6,7,8,9,10
AID inh,-11%,-2%,27%,-8%,-12%
UDG counterscr,7%,2%,-2%,-3%,-13%

11	O=C(/C=C/c1ccc(Br)cc1)c1ccc(O)c(CCCl)c1
12	NC(=O)C1CCN(C(=O)c2ccc3c(c2)N(Cc2cccc(Cl)c2)C(=O)c2ccccc2S3(=O)=O)CC1
13	Cc1ccc(C(=O)NC2C3CC4CC(C3)CC2C4)cc1C (configuration not stated)
14	O=C(O)c1ccc(NCc2ccc(Cl)cc2)cc1Cl
15	Cc1ccc(NC(=O)C(C#N)=C2CCCC2)cc1

compound no.,11,12,13,14,15
AID inh,-6%,-2%,-7%,-8%,12%
UDG counterscr,3%,9%[57.5 µM],-9%,-6%,-7%

16	COCC(=O)Nc1c(C(=O)Nc2ccc(C)cc2)oc2ccccc12
17	OCCCc1cn[nH]c1
18	O=C1NC2(CCCC2)C(=O)N1Cc1coc(-c2cccc(Cl)c2)n1
19	CCSc1nc2n(n1)C(c1ccc(C(=O)O)cc1)C(C(=O)Nc1ccccc1C)=C(C)N2 (configuration not stated)
20	CCOc1cc(C(=O)OCc2cc(=O)n3nc(C4CC4)sc3n2)cc(OCC)c1OCC

compound no.,16,17,18,19,20
AID inh,-7%,2%,-2%,5%,60%[activator]
UDG counterscr,-13%,12%,4%,-6%[57.5 µM],-20%

21	Cc1cc2cc(NS(=O)(=O)c3ccc(C(C)(C)C)cc3)ccc2[nH]1
22	N#Cc1ncn(CC(=O)NCC(=O)Nc2ccccc2Br)n1
23	CNC12CC3CC(CC(C3)C1)C2
24	CCCN(CCC)S(=O)(=O)c1ccc2c(c1)N(CC(=O)NCc1ccc(F)cc1Cl)C(=O)CS2
25	COc1ccc(NC(=O)CCCc2nnc3n(C(C)C)c(=O)c4sccc4n23)cc1Cl

compound no.,21,22,23,24,25
AID inh,11%,3%,-7%,-20%,7%
UDG counterscr,13%,7%,-6%,-8%,-1%

26	CN(CC(=O)NC1(C)CCS(=O)(=O)C1)Cc1ccc(Cl)cc1 (configuration not stated)
27	C=C(C)Cn1c(SCC(=O)Nc2cccc(Cl)c2)nc2sc3c(c2c1=O)CCCC3
28	COc1ccc(-c2cc(-c3ccccc3)nc(SCC(=O)Nc3ccccc3F)c2C#N)cc1
29	CC(=O)c1ccc(NS(=O)(=O)c2ccc3c(c2)NC(=O)CCS3)cc1
30	COc1ccc(C(=O)COC(=O)c2cc(=O)c3ccccc3o2)cc1

compound no.,26,27,28,29,30
AID inh,4%,-8%,3%,-18%,15%
UDG counterscr,4%,0%,-4%,8%,-1%

31	COc1ccc(-c2nc3c(c(SCC(=O)Nc4cc(C)cc(C)c4)n2)Cc2c(CO)cnc(C)c2O3)cc1
32	CCCCn1c(CCC(=O)Nc2ccccc2C)nc2c1c(=O)[nH]c(=O)n2CCC
33	CC1(C)CC(NC(=O)Cc2ccccc2)CC(C)(CNC(=O)Cc2ccccc2)C1 (configuration not stated)
34	CCOc1ccc(C(c2c(O)cc(C)n(Cc3ccco3)c2=O)N2CCN(c3ccccc3)CC2)cc1 (configuration not stated)
35	COc1ccc(N(CC(=O)N2CCc3ccccc3C2)S(=O)(=O)c2ccc(C)cc2)cc1Cl

compound no.,31,32,33,34,35
AID inh,9%,-14%,-24%,3%,10%
UDG counterscr,1%,-10%,-17%,44%[activator],-4%

Not a retest: entries from further up.
23	CNC12CC3CC(CC(C3)C1)C2
24	CCCN(CCC)S(=O)(=O)c1ccc2c(c1)N(CC(=O)NCc1ccc(F)cc1Cl)C(=O)CS2
25	COc1ccc(NC(=O)CCCc2nnc3n(C(C)C)c(=O)c4sccc4n23)cc1Cl
26	CN(CC(=O)NC1(C)CCS(=O)(=O)C1)Cc1ccc(Cl)cc1 (configuration not stated)
27	C=C(C)Cn1c(SCC(=O)Nc2cccc(Cl)c2)nc2sc3c(c2c1=O)CCCC3
28	COc1ccc(-c2cc(-c3ccccc3)nc(SCC(=O)Nc3ccccc3F)c2C#N)cc1
29	CC(=O)c1ccc(NS(=O)(=O)c2ccc3c(c2)NC(=O)CCS3)cc1

compound no.,23,24,25,26,27,28,29
AID inh,-7%,-20%,7%,4%,-8%,3%,-18%
UDG counterscr,-6%,-8%,-1%,4%,0%,-4%,8%

30	COc1ccc(C(=O)COC(=O)c2cc(=O)c3ccccc3o2)cc1
31	COc1ccc(-c2nc3c(c(SCC(=O)Nc4cc(C)cc(C)c4)n2)Cc2c(CO)cnc(C)c2O3)cc1
32	CCCCn1c(CCC(=O)Nc2ccccc2C)nc2c1c(=O)[nH]c(=O)n2CCC
33	CC1(C)CC(NC(=O)Cc2ccccc2)CC(C)(CNC(=O)Cc2ccccc2)C1 (configuration not stated)
34	CCOc1ccc(C(c2c(O)cc(C)n(Cc3ccco3)c2=O)N2CCN(c3ccccc3)CC2)cc1 (configuration not stated)
35	COc1ccc(N(CC(=O)N2CCc3ccccc3C2)S(=O)(=O)c2ccc(C)cc2)cc1Cl

compound no.,30,31,32,33,34,35
AID inh,15%,9%,-14%,-24%,3%,10%
UDG counterscr,-1%,1%,-10%,-17%,44%[activator],-4%

Remaining list, next part:
36	O=C(c1ccc(N2CCCN(Cc3ccc(Cl)cc3)C2=O)cc1)N1CCOCC1
37	Cc1ccc(C2=NN(S(C)(=O)=O)C(c3ccc(F)cc3)C2)cc1 (configuration not stated)
38	Cc1ccc(CNC(=O)c2ccc3c(c2)nc(C)n3-c2cc(C)cc(C)c2)cc1
39	COc1ccccc1Nc1c2c(nc3ccc(NC(=O)/C=C/c4cc(OC)c(OC)c(OC)c4)cc13)CCCC2
40	CCc1ccc(CNC(=O)c2cnc3c(C)cccn3c2=O)cc1

compound no.,36,37,38,39,40
AID inh,-11%,0%,?,45µM*,-24%
UDG counterscr,4%,2%,?,-17%,-8%[57.5 µM]

41	O=C(CCn1cnc2onc(-c3ccc(F)cc3)c2c1=O)N1CCN(c2ccccc2F)CC1
42	CC(C)c1ccc(NC(=O)C2CCC(CNS(=O)(=O)c3ccc4c(c3)CCCC(=O)N4)CC2)cc1 (configuration not stated)
43	NC(=O)c1cccc(OCc2ccccc2)c1
44	Cc1nn(Cc2ccccc2)c(C)c1CNC(=O)c1cc(Cl)c2c(c1)OCCCO2
45	COc1cc(OC)c(N(C)C(=O)Cn2ncc3c([nH]c4ccccc43)c2=O)cc1Cl

compound no.,41,42,43,44,45
AID inh,3%,-9%,-9%,-6%,1%
UDG counterscr,26%,15%,0%,-1%,-10%[57.5 µM]

46	CCOc1cc2[nH]c(=O)n(CCC(=O)N3CCN(c4cccc(Cl)c4)CC3)c(=O)c2cc1OCC
47	C/C(=N\NC(N)=S)c1ccc(-c2ccc(Br)cc2)cc1
48	Cc1nc2ccc(S(=O)(=O)N(CC(=O)Nc3ccc(F)cc3F)Cc3ccccc3)cc2s1
49	CCOC(=O)c1ccccc1NC(=O)c1c(F)cccc1F
50	CC(C)c1ccc(C2c3c(-c4ccccc4O)n[nH]c3C(=O)N2CCc2ccccc2)cc1 (configuration not stated)

compound no.,46,47,48,49,50
AID inh,-4%,-10%,6%,-1%,?
UDG counterscr,14%,0%,3%,1%,-18%

51	COc1ccc(Cn2ccn(Cc3cccc(OC)c3)c(=O)c2=O)cc1
52	N#CCCn1nc(-c2ccccc2)c2ccccc2c1=O
53	CCOc1ccccc1NC(=O)Cn1c(=O)n(-c2ccc(Cl)cc2)c(=O)c2oc3ccccc3c21
54	COc1ccccc1C1C=C(c2ccc(F)cc2)Nc2nc(-c3ccc(Cl)cc3)nn21 (configuration not stated)
55	Cc1ccc(CNC(=O)CCCCCn2c(=O)c3sccc3n(CC(=O)N3CCCCC3C)c2=O)cc1 (configuration not stated)

compound no.,51,52,53,54,55
AID inh,-3%,-10%,-2%,109%[activator],-5%
UDG counterscr,-5%[57.5 µM],-4%,3%,-3%,16%

56	CCc1ccc(NC(=O)CCn2nc(C)c(S(=O)(=O)N3CCCCC3)c2C)cc1
57	CC1CC1C(=O)NCCC(=O)NC1CC2CCC1(C)C2(C)C (configuration not stated)
58	Cc1c(Cl)cccc1Nc1nc(N)c(C(=O)c2ccccc2F)s1
59	O=C(NCC(=O)N1CCCC1c1ccccc1)c1ccc(Cl)c(Cl)c1 (configuration not stated)
60	CN(C)C(=O)c1ccc(Cl)cc1NS(=O)(=O)c1cccc(F)c1

compound no.,56,57,58,59,60
AID inh,-8%,2%,-2%,-7%,9%
UDG counterscr,-9%,1%,-6%,-5%,15%

61	CC(NC(=O)c1ccccc1)C(=O)O (configuration not stated)
62	CCc1ccc(NC(=O)C2CCCN(S(=O)(=O)c3c(C)[nH]c(=O)[nH]c3=O)C2)cc1 (configuration not stated)
63	Cc1cccc(NC(=O)C(=O)NCC(c2cccnc2)N2CCc3ccccc3C2)c1C (configuration not stated)
64	COc1ccc(OC)c(/C=C2\N=C(SC)SC2=O)c1
65	CC(=O)c1ccc(OCC(C)C)c(CN2CCCCC2)c1

compound no.,61,62,63,64,65
AID inh,5%,-1%,4%,-9%,-6%
UDG counterscr,4%,-4%,5%,-2%,-9%

66	CCc1ccc(NC(=O)c2nc3ccccc3nc2N2CCCC2)cc1
67	COc1cccc(NS(=O)(=O)c2ccc3[nH]cc(C(=O)NCCc4ccccc4)c(=O)c3c2)c1
68	COc1ccc(N(C)C(=O)c2cc3c(s2)-c2ccccc2OC3)cc1
69	COc1cc(/C=N/OC(=O)c2ccc(C(F)(F)F)cc2)ccc1OCc1ccccc1
70	COc1cccc(N2CCN(C(=O)Cn3ncc4c3-c3ccccc3OC4)CC2)c1

compound no.,66,67,68,69,70
AID inh,-12%,12%,45µM*,2%,?
UDG counterscr,0%,-4%,-9%,12%,-7%

71	COc1ccc(/C=C/c2onc(C)c2S(=O)(=O)N2CCC(C(=O)N3CCC(C)CC3)CC2)cc1
72	COc1cccc(-c2csc(NCC(C)C)n2)c1
73	Cc1cc(N2CCC(C)CC2)nc2ccc(NC(=O)Cc3ccccc3Br)cc12
74	Cc1ccc(OCCn2nnc3sc4c(c3c2=O)CCC(C)C4)cc1 (configuration not stated)
75	O=C(C1CCCN(S(=O)(=O)c2ccc(Br)s2)C1)N1CCN(c2cccc(Cl)c2)CC1 (configuration not stated)

compound no.,71,72,73,74,75
AID inh,-1%,-7%,-8%,-16%,0%
UDG counterscr,-14%,3%,-7%,15%,-14%[57.5 µM]

76	COc1cc(OC)c2c(C)c(CC(=O)N3CCCCC3)c(=O)oc2c1
77	CC(C)c1cccc(Nc2ccc(S(N)(=O)=O)cc2[N+](=O)[O-])c1
78	CCn1nc(C)c(CCN(C)C(=O)Nc2cc(C)cc(C)c2)c1C
79	CCc1nnc(SC(CC)C(=O)Nc2cc(C)ccc2C)c2cc3occc3n12 (configuration not stated)
80	O=C(COc1ccc(F)cc1)OCc1cc(=O)n2nc(C3CC3)sc2n1

compound no.,76,77,78,79,80
AID inh,-9%,-7%,2%,-24%,165%[activator]
UDG counterscr,0%,2%,-17%,-1%,36%[activator]

81	CCN(CC)CCNC(=O)c1ccc(-c2nc(CS(=O)(=O)c3ccc(C)cc3)c(C)o2)cc1
82	COc1ccc(C)c2sc(N3CCN(C(=O)c4ccco4)CC3)nc12
83	N#Cc1ccccc1COC(=O)c1ccc(Cl)cc1
84	Cc1ccc(Cn2ccn(Cc3ccc(C)cc3)c(=O)c2=O)cc1
85	COc1ccc(Cn2c(C(=O)O)c(CNC3CCCCC3)c3ccc(C)cc32)cc1

compound no.,81,82,83,84,85
AID inh,8%[57.5 µM],13%,-10%,-11%,-10%
UDG counterscr,-3%[57.5 µM],-15%,7%,-5%,-11%[57.5 µM]
